Bioassay records deposited in PubChem BioAssay by several laboratories.
TPT1 inhibitor: blocks Candida albicans tRNA 2'-phosphotransferase. inhibition, % at 5 µM. actives 0.81% (n = 300,000). AID 1962. recombinant caTPT1, FP RNA substrate dephosphorylation;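 active = inhibition above the mean of all tested compounds plus 3 SD, set per screening campaign, cut at about 24% in these data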;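 note: plate controls were DMSO alone for no effect and ferristatin control at 100 nM for full effect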
HCV core dimer: blocks dimerization of HCV core protein | inhibition, % at 5 µM | TR-FRET GST/Flag-core106 dimerization, 1536-well | actives 0.33% (n = 300,000) | AID 1899;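 active = inhibition above the mean of all tested compounds plus 3 SD, set per screening campaign, cut at about 45% in these data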
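System: GST-tagged and Flag-tagged HCV core protein residues 1-106 / Input: core106 proteins, GST 13.5 nM and Flag 17 nM / Buffer or medium: KF-containing HEPES buffer, pH 7.45, DTT, CHAPS, BSA / Probe or stimulus: Eu-anti-GST and XL665-anti-Flag labelled anti-tag antibodies / Schedule: 4 h, 22.5 °C incubation / Technique: TR-FRET 671 and 617 nm emission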
JMJD2C inh: blocks human GASC-1 demethylase activity; GST-JMJD2C(1-420) H3K9me3 demethylation, DELFIA europium; inhibition, % at 2.35 µM; actives 0.069% (n = 330,000); AID 2099;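 active = more than half of a compound's replicate wells show inhibition beyond 50%, single wells judged on their own value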;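 note: signal counts dimethyl H3K9 product captured on neutravidin plate; 0% = median of DMSO wells and 100% = 0.3 times that DMSO median; strong numbers were not always called active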
Fh CTSL1 inh: blocks F. hepatica cathepsin L1 in PFM18AAP counter-screen; inhibition, % at 5.96 µM; actives 0.49% (n = 300,000); recombinant F. hepatica cathepsin L1, Z-Leu-Arg-MCA fluorescence; AID 1906;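 active = inhibition above the mean of all tested compounds plus 3 SD, set per screening campaign, cut at about 17% in these data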;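 note: 0% = plate median of test compound wells and 100% = 1 µM Z-Phe-Ala-diazomethylketone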
CR mimetic SO: lowers age-related superoxide in aged yeast cells | actives 0.18% (n = 330,000) | S. cerevisiae aged cells, superoxide DHE fluorescence; stronger effect = lower value | AID 2690 | superoxide response (% of plate mean), % at 10 µM;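 active = superoxide response under a set limit, about three screen SD below normal, cut at about 65% in these data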;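 note: yeast aged for seven days with compound at 30 °C before DHE staining; 100% = average MFI of all compound-treated wells on the plate with controls excluded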
EBNA-1 inh: blocks EBNA-1 binding to DNA; EBNA-1 DNA binding, fluorescence polarization; inhibition, % at 14.8 µM; actives 0.34% (n = 300,000); AID 1950; in the data active = inhibition above about 28%
ZTA counter: counter-screen for EBNA-1 inhibitors: inhibitors of Epstein-Barr virus ZTA; ZTA-DNA binding, fluorescence polarization; inhibition, % at 11 µM; actives 0.15% (n = 320,000); in the data active = inhibition above about 33%
Target sequence (P03206 whole entry, looked up): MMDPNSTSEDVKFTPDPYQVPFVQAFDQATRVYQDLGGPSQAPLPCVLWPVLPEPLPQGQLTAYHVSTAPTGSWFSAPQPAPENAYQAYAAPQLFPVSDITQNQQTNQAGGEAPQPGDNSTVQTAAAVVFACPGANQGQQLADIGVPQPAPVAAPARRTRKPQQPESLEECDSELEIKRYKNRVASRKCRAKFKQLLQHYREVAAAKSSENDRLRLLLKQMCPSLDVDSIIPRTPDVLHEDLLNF
PP1 inh: blocks human PP1-alpha phosphatase, a PP5 counter-screen; P62136; purified PP1alpha, OMFP fluorescence; inhibition, % at 6.7 µM; actives 0.9% (n = 320,000); AID 2235;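 active = inhibition above the mean inhibition of all tested compounds plus 3 SD, computed separately for each screening campaign, cut at about 15% in these data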
Target sequence (P62136 whole entry, looked up): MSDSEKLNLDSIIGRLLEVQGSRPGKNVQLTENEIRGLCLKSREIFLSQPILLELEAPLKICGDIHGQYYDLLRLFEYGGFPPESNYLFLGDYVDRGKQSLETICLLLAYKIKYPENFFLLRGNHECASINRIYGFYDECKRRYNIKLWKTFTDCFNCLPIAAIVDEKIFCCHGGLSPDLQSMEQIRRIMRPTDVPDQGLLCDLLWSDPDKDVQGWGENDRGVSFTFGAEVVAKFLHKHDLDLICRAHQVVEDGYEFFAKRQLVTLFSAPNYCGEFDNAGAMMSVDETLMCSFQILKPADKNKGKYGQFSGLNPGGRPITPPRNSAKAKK
PP5 primary: PP5 (human) phosphatase inhibition | actives 0.18% (n = 320,000) | purified PP5c, OMFP substrate fluorescence | inhibition, % at 6.7 µM | P53041 | AID 1987;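 active = inhibition above the campaign's mean inhibition across all tested compounds plus 3 SD, cut at about 9.5% in these data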;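 note: 0% = DMSO only and 100% = 100 µM cantharidin control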
Target sequence (P53041 whole entry, looked up): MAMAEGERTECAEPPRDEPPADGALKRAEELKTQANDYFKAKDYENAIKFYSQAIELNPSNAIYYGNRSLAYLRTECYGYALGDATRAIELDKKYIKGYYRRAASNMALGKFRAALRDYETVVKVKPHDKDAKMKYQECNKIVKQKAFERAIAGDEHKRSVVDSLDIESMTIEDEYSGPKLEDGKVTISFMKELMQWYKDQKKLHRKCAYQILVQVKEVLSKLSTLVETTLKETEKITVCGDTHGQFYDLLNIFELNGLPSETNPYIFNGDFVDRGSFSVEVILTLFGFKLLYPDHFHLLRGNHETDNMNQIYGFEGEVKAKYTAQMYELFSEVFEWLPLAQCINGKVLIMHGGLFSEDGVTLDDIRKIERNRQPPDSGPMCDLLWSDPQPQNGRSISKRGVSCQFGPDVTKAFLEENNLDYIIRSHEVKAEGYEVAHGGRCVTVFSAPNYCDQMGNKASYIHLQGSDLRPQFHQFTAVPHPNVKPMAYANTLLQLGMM
Numbers without * were called inactive; · = no result given; & = joins results of further samples.

SMILES	TPT1 inhibitor	HCV core dimer	JMJD2C inh	Fh CTSL1 inh	CR mimetic SO	EBNA-1 inh	ZTA counter	PP1 inh	PP5 primary
O=C(CF)NC(NC(=S)Nc1ccccc1O)C(Cl)(Cl)Cl (stereo unspecified)	7	-5	4	-5	96	1	-3	-3	1.9
Cc1cc(C)nc(NS(=O)(=O)c2ccc(N=Cc3c(O)n(C)c(=O)n(C)c3=O)cc2)n1	8	-3	1	1	106	3	0	0	0.9
O=C1NC(=O)N(Cc2ccco2)C(=O)/C1=C/c1ccc(-c2cccc([N+](=O)[O-])c2)o1	7	16	19	-2	107	-7	-13	33*	1.0
C=CCn1c(O)c(C(C)=NC(C)c2ccccc2)c(=O)[nH]c1=O (stereo unspecified)	1	0	6	-3	103	-10	-2	-1	0.9
CC1CN=C(NCc2ccc(F)cc2)S1 (stereo unspecified)	0	5	0	-1	97	4	-10	2	-0.9
Cc1cccc(C(O)(C(=O)NNC(=O)CN2CCN(C)CC2)c2cccc(C)c2)c1	-2	-4	-3	-2	86	4	10	-3	0.0
COc1ccc(-c2nc3ccccc3c(=O)o2)cc1	2	6	-4	4	126	-10	-2	-1	0.2
CCCn1c(C)cc(C=O)c1C	0	4	8	0	91	9	3	1	1.1
COC1=CC(=O)O[C@@H](/C=C/c2ccccc2)C1	-5	-7	·	7	101	-7	-20	-8	1.6
COC(=O)C1=C(c2cccc(OC)c2OC)C[C@@H]2CC[C@H]1N2C(=O)NCCNC(C)=O	0	9	·	-4	·	2	11	-2	-1.5
COC(=O)C1=C(c2ccc(F)cc2OCc2ccccc2)C[C@@H]2CC[C@H]1N2C(=O)NC1CCN(Cc2ccccc2)CC1	·	·	-11	·	97	·	-6	7	2.2
C=CCn1c(O)c(C(C)=Nc2cccc(C(=O)O)c2)c(=O)[nH]c1=O	2	-2	-4	0	111	-5	-4	-5	-0.7
CCN1CCN(C(=O)Cc2coc3cc(C)cc(C)c23)CC1	0	7	5	-4	94	1	-4	1	0.4
COC(=O)C1=C(c2c(C)noc2C)C[C@@H]2CC[C@H]1N2C(=O)NCc1ccco1	·	·	-7	·	97	·	9	-7	-0.6
COc1cc2nc(N3CCN(C(=O)C4CCCO4)CC3)nc(N)c2cc1OC (stereo unspecified)	-3&1	-5&2	-8&-19	-5&-9	100&95	-9&6	-19&4	2&2	3.8&1.4
COc1ccccc1Sc1ccccc1CC(C)N (stereo unspecified)	-1	1	0	-3	98	14	2	-5	-1.4
C[n+]1c(-c2ccccc2)cc(-c2ccc(Cl)cc2)cc1-c1ccccc1	-3	-4	4	-2	97	-1	-16	-1	-0.2
CN1Cc2cccnc2N(C)Cc2cc(Cl)ccc21	1	3	-1	-2	102	0	4	8	2.3
COC(=O)C1=C(c2cccc(OCc3ccccc3)c2)C[C@@H]2CC[C@H]1N2C(=O)NCc1ccc(N(C)C)cc1	·	·	-1	·	96	·	-12	9	4.0
CN1OC[C@@H]2COc3ccc4ccccc4c3[C@@H]21	3	-7	0	-6	112	-13	-4	-9	1.6
c1cc2c(cc1CN1CCNCC1)OCO2	-2	1	-14	3	81	0	-19	-3	0.1
CN(C)CCSCc1nnc2n1-c1ccc(Cl)cc1C(c1ccccc1Cl)=NC2	-3	2	-1	6	95	2	3	-2	-1.7
COc1ccc(NP(=O)(Oc2ccccc2OC)Oc2ccccc2OC)cc1	-2	6	-18	-1	103	5	14	2	2.0
COC(=O)COc1ccc(/C=C2\C(=O)NC(=S)N(c3ccc(C)cc3)C2=O)cc1OC	3	3	5	1	114	3	9	-2	0.1
COC(=O)C1=C(c2ccc(S(C)(=O)=O)cc2)C[C@@H]2CC[C@H]1N2C(=O)NCc1cccc2ccccc12	0	8	-4	0	98	-2	1	-2	0.3
CCn1cc(C(=O)N2CCC3(CC2)OCCO3)c(=O)c2cc(S(=O)(=O)N3CCCC3)ccc21	1	1	-12	-4	99	-1	-2	-3	1.5
COC(=O)c1ccccc1OP1(=O)COc2ccccc2OC1	-3	0	0	6	99	1	2	12	0.7
Cc1cc(=O)oc2cc3c(cc12)CCCN3	-1	2	-17	-6	89	6	-6	-3	-1.1
O=c1c2ccccc2[nH]c(=S)n1-c1ccc(Br)cc1	-5	4	-15	15	74	-5	6	20*	-6.2
O=C(Nc1ccc(Cl)cc1C(=O)c1ccccc1)c1ccccc1	-2	4	10	9	111	1	-34	2	-1.1
N#CC1=C(N)Oc2c(c(=O)oc3ccccc23)C1c1ccccc1OC(=O)c1cccs1 (stereo unspecified)	0	2	8	-2	87	1	2	0	0.8
CC(Cc1ccccc1)N1Cc2ccccc2C1 (stereo unspecified)	0	2	-20	0	94	0	-3	-3	0.0
CNC(=O)OCCc1n(C)cc[n+]1C	1	-2	-2	-2	115	0	4	1	-1.0
COC(=O)C1=C(c2ccc(F)cc2F)C[C@@H]2CC[C@H]1N2C(=O)NCCOc1ccccc1Cl	·	·	-1	·	104	·	-4	-1	2.9
O=[N+]([O-])c1ccc(C2[C@H]3C(c4ccccc4)=NC4(CCCCC4)N23)cc1 (stereo partly specified)	0	7	-1	-2	99	-5	15	1	1.3
O=C(NC1CN2CCC1CC2)c1ccc(-c2ccc([N+](=O)[O-])cc2)o1 (stereo unspecified)	-2	2	5	1	112	-4	-12	1	3.1
O=[N+]([O-])c1ccc(C2C3C(c4ccccc4)=NC4(CCCC4)N32)cc1 (stereo unspecified)	1	-11	-7	3	94	-3	-24	-1	-0.9
O=C(c1ccc(-c2ccccc2)cc1)C1CCCN(Cc2ccn[nH]2)C1 (stereo unspecified)	-4	3	7	1	91	1	0	2	1.6
Cc1ccsc1-c1nc(CSCC(=O)N2CCC3(CC2)OCCO3)c(C)o1	-6	3	-12	-3	98	6	6	2	-0.8
Cc1c(C=O)c2ccccc2n1Cc1ccccc1F	-5	6	1	1	92	4	-6	3	2.9
CN(C)C(=O)Oc1ccc(Cl)c2cccnc12	-2	2	13	2	91	10	14	-4	0.6
CC12CC[C@H]3[C@@H](CCC4(O)C[C@H](O)CCC34/C=N/NC(=O)c3ccccc3Cl)C1(O)CCC2C1=CC(=O)OC1 (stereo partly specified)	3	-1	-9	0	102	-3	-6	-4	1.9
Cc1cc(S(=O)(=O)NCC(C)C)ccc1OCC(=O)N1CCN(Cc2ccccc2)CC1	-3	7	0	1	103	-4	1	2	4.3
COc1ccc(CN2C(=O)CC(=O)NC2=O)cc1	24*	-2	12	4	107	2	6	-6	1.0
Cc1cc(C=O)c(C)n1CC1CCCO1 (stereo unspecified)	-1	4	7	-3	89	0	5	-4	2.6

In a second layout: results already given.
> O=C(NC1CN2CCC1CC2)c1ccc(-c2ccc([N+](=O)[O-])cc2)o1 (stereo unspecified)
  TPT1 inhibitor: -2; HCV core dimer: 2; JMJD2C inh: 5; Fh CTSL1 inh: 1; CR mimetic SO: 112; EBNA-1 inh: -4; ZTA counter: -12; PP1 inh: 1; PP5 primary: 3.1

> O=[N+]([O-])c1ccc(C2C3C(c4ccccc4)=NC4(CCCC4)N32)cc1 (stereo unspecified)
  TPT1 inhibitor: 1; HCV core dimer: -11; JMJD2C inh: -7; Fh CTSL1 inh: 3; CR mimetic SO: 94; EBNA-1 inh: -3; ZTA counter: -24; PP1 inh: -1; PP5 primary: -0.9

Next part
SMILES	TPT1 inhibitor	HCV core dimer	JMJD2C inh	Fh CTSL1 inh	CR mimetic SO	EBNA-1 inh	ZTA counter	PP1 inh	PP5 primary
COC(=O)C1C2c3ccccc3OC1(C)N=c1s/c(=C/c3cn(C)nc3C)c(=O)n12 (stereo unspecified)	0	-2	-5	8	98	0	-8	3	1.2
CC/C(=N\NC(=O)c1ccccc1O)c1c(O)n(C2CCCCC2)c(=O)[nH]c1=O	1	11	14	7	91	3	14	4	6.8
COC(=O)C1=C(c2ccc(C(C)=O)cc2)C[C@@H]2CC[C@H]1N2C(=O)NCCO	·	·	2	·	116	·	2	-2	1.2
CN(C)C(=O)On1c(-c2ccccc2)nc2ccc(Cl)cc21	-3	3	6	5	105	4	9	-1	0.7
O=C(C1CC(=O)N(C2CCCCCCC2)C1)N1CCC2(CC1)OCCO2 (stereo unspecified)	1	4	-2	2	100	10	9	-4	-1.3
CCOC(=O)c1nsnc1NCCCl	0	0	11	-4	95	3	0	2	0.4
CCCN(CCC)C1Cc2cc(OC)c(OC)cc2C1	-4	1	13	-1	98	-6	14	-2	0.0
O=C(CCN1CCCCC1)NCC(=O)Nc1ccc(Br)cc1C(=O)c1ccccc1	-1	-4	5	1	101	5	15	-1	0.6
COC(=O)C(O)(c1ccc(NC(=O)c2cccs2)cc1)C(F)(F)F (stereo unspecified)	-4	3	3	-2	100	-6	-4	-3	2.0
OC(c1ccccc1)(c1ccccc1)C1CN2CCC1CC2 (stereo unspecified)	7	1	-15	1	99	-1	-6	1	0.5
COC(=O)C1=C(c2ccc(OC(F)(F)F)cc2)C[C@@H]2CC[C@H]1N2C(=O)NCCOc1ccccc1	·	·	0	·	110	·	1	3	8.1
Cc1nc2ccccc2c(=O)n1-c1ccc(Br)cn1	2	2	4	-2	107	3	-4	-1	0.7
Cc1ccc(-c2nc3ccccc3c(=O)n2-c2cccc(O)c2)cc1	-4	10	-12	-1	100	-9	-5	-4	0.0
Cc1cccc(CN2CCN(CC(=O)N3CCC4(CC3)OCCO4)C2=O)c1	-8	0	-26	3	103	-7	-8	-3	-1.9
CCOC(=O)C1CCN(/C=C2/C(=O)NC(=S)N(c3ccccc3F)C2=O)CC1	4	6	1	-1	140	-2	-14	-3	3.3
O=c1[nH]c(=S)n(CCC2=CCCCC2)c(O)c1C=NCc1cccnc1	-2	-2	0	1	90	14	-3	-4	2.6
COC(=O)C1=C(c2ccc(S(C)(=O)=O)cc2)C[C@@H]2CC[C@H]1N2C(=O)N1CCOCC1	-3	7	5	-4	103	3	1	1	0.4
CN1CCN(C(=O)COc2ccc3ccccc3c2)CC1	-2	-5	5	-2	98	6	5	0	-1.6
COc1ccc(CN2C(=O)NC(=O)/C(=C\c3ccc(OC)c(OC)c3OC)C2=O)cc1	10	0	-26	-4	86	0	17	-2	0.9
COP(=O)(NC(=O)C(Cl)(Cl)Cl)OC	-3	0	-22	-1	118	8	2	-3	0.1
CCCCn1c(O)c(/C(CC)=N/N2CCCCC2c2cccnc2)c(=O)[nH]c1=S (stereo unspecified)	20	15	14	-1	92	0	3	7	2.0
CSc1ccc(CN2CCN(C(=O)COc3cccc(C)c3)CC2)cc1	3	-12	5	-1	116	-6	12	12	1.5
CC(NCc1ccccc1C(F)(F)F)C(O)c1ccccc1 (stereo unspecified)	-2	1	0	2	101	-4	10	-1	0.3
O=C(Cn1ncc2c3ccccc3n(Cc3ccc(F)cc3)c2c1=O)N1CCC2(CC1)OCCO2	-1	12	0	1	79	-1	-13	-2	-0.6
CS(=O)(=O)NCc1nnc2n1-c1ccc(Cl)cc1C(c1ccccc1)=NC2	-1	-13	-1	0	99	6	-10	0	1.9
CN(CC(=O)Nc1ccccc1-c1ccccc1)C1CCCCC1	-1	5	-10	5	91	-1	-6	3	3.6
S=C1NCCN1	-3	0	-21	0	107	-4	-3	-6	-0.9
NCCCP(=O)(O)CCc1ccccc1	2	-2	9	1	87	-2	8	-2	1.0
COc1ccc(C(=O)C2CCCN(C3CSCCSC3)C2)cc1OC (stereo unspecified)	-1	2	-25	-2	99	8	4	-5	-0.3
CCCCCc1cc(O)c2c3c(c(=O)oc2c1)CN(C)CC3	-1	-3	35	6	100	-2	14	-1	1.6

This is a subset. The share of hits here may be higher or lower than overall.
